High-throughput results as filed in PubChem.
LAP4 TOR yeast: modulators of TOR pathway LAP4-GFP in S. cerevisiae; 320,000 tested, 0.34% active; S. cerevisiae LAP4-GFP multiplex, flow cytometry GFP, 3 h; median GFP as percent of DMSO wells; GFP response vs DMSO, % at 10 µM;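 active = GFP response vs DMSO above a set limit, about the screen mean plus 3 SD, cut at about 150% in these data; inconclusive = under 70 cell events counted for the yeast strain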
CIT2-GFP yeast: yeast TOR pathway CIT2-GFP modulation; S. cerevisiae CIT2-GFP strain, flow cytometry, 3 h; 100 means same as DMSO wells; GFP response vs DMSO, % at 10 µM; 320,000 tested, 0.065% active; AID 2029;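 active = GFP response relative to DMSO above a set limit, near the screen mean plus 3 SD, cut at about 150% in these data; inconclusive = Fewer than 70 cells measured for a yeast strain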;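 also: ratio of well median GFP fluorescence to mean of DMSO wells on the plate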
AHR activator: activators of human aryl hydrocarbon receptor; AHR-responsive luciferase reporter cells, luminescence; P35869; 320,000 tested, 2.5% active; activation, % at 5 µM; in the data active = activation above about 47%;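 also: 0% = vehicle wells and 100% = reference agonist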
procasp7 counter: activates human procaspase-7, counter-screen for procaspase-3 activators; recombinant procaspase-7, Ac-DEVD-pNA absorbance 405 nm; D23A/D198A/D206A triple mutant, cannot self-cleave; scale: DMSO 0, 5 µM enzyme 100; activation, % at 8.5 µM; P55210; 330,000 tested, 0.093% active;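 active = percent activation above the screen-wide mean plus 3 SD, cut at about 25% in these data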
Target sequence (P55210 whole entry D23A/D198A/D206A): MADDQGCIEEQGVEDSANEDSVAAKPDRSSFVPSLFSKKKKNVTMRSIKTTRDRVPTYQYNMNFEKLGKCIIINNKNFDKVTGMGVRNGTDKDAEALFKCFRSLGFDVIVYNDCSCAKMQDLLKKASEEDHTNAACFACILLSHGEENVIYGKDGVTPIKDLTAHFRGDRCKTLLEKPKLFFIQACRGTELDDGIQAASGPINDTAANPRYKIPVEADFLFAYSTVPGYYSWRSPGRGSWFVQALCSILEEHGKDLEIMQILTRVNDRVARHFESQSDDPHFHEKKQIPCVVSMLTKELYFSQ
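signal = Epi-absorbance of released pNA at 405 nm, two timepoints | assay system = Uncleavable procaspase-7 mutant enzyme | reagent = Ac-DEVD-pNA substrate, 400 µM as added | times = 1 h enzyme–compound preincubation and 2 h substrate reaction, both 25 °C | benchmarks = low DMSO alone, high DMSO plus 5 µM PC-7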
proCasp3 act: procaspase-3 (human) activation. P42574. recombinant procaspase-3 D3A, Ac-DEVD-pNA absorbance 405 nm. activation, % at 8.5 µM. 330,000 tested, 0.11% active;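 active = activation above the mean of all tested compounds plus 3 SD, cut at about 21% in these data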;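 also: 0% = DMSO alone and 100% = DMSO wells spiked with extra 5 µM PC-3 D3A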
Target sequence (P42574 whole entry D9A/D28A/D175A): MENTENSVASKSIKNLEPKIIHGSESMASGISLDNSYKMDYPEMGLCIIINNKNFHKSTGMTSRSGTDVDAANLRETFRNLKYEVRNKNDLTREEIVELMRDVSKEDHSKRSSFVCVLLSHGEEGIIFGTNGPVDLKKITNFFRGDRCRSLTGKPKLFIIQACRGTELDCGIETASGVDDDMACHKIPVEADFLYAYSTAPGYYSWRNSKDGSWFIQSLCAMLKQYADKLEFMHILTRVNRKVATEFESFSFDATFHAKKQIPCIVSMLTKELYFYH
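Assay system – Procaspase-3 D3A mutant, all three cleavage aspartates alanine · Controls – DMSO-only low control, 5 µM PC-3 D3A high control · Schedule – 1 h compound preincubation, 2 h substrate hydrolysis at 25 °C · Signal – 405 nm absorbance of p-nitroaniline, reads at 0 and 120 min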
RPL19A-GFP yeast: yeast TOR pathway RPL19A-GFP modulation. S. cerevisiae RPL19A-GFP strain, flow cytometry, 3 h; active compounds read low. percent response vs DMSO, % at 10 µM. 330,000 tested, 0.3% active. AID 2025;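 active = percent response vs DMSO below 50%; inconclusive = fewer than 70 events counted for the yeast strain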;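 also: median channel GFP fluorescence of the barcoded RPL19A-GFP strain; ratio of sample median GFP to plate DMSO average so 100% = DMSO; lower means less RPL19A-GFP as with rapamycin TOR inhibition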
MEP2 TOR yeast: alters MEP2-GFP fluorescence in TOR pathway yeast screen. 330,000 tested, 0.51% active. S. cerevisiae MEP2-GFP strain, flow cytometry GFP, 3 h; 100% = DMSO control level. GFP response vs DMSO, % at 10 µM;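 active = GFP response versus DMSO above a set limit, roughly screen mean plus 3 SD, cut at about 180% in these data; inconclusive = fewer than 70 cells counted for a yeast strain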;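 also: median GFP fluorescence of the barcode-gated MEP2-GFP cells per well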
AGP1 TOR yeast: yeast TOR pathway AGP1-GFP modulation; S. cerevisiae AGP1-GFP multiplex flow cytometry, 3 h; GFP as percent of DMSO wells; GFP response vs DMSO, % at 10 µM; 320,000 tested, 0.02% active; AID 2066;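 active = GFP response relative to DMSO above a set limit, near screen average plus 3 SD, cut at about 150% in these data; inconclusive = fewer than 70 cells counted for the yeast strain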;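 also: median GFP channel fluorescence of the gated AGP1 strain per well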
Active calls of the source: *; ? = inconclusive; [ ] = dose if it differs, or a comment.

structure,LAP4 TOR yeast,CIT2-GFP yeast,AHR activator,procasp7 counter,proCasp3 act,RPL19A-GFP yeast,MEP2 TOR yeast,AGP1 TOR yeast
CCCCN(Cc1cc2ccccc2[nH]c1=O)C(=O)c1ccccn1,101,95,5,5,-1,95,95,91
COc1ccc(C(=O)Nc2cccc(NC(=O)c3cccs3)c2)cc1,98,107,21,-3,2,104,105,98
COc1ccccc1NC(=O)C(Cc1ccc(Cl)cc1)c1nn[nH]n1 (configuration not stated),90,91,3,-3,3,94,109,90
COCCCNC(=S)NC(=O)c1ccccc1,88,90,0,-6,-1,93,97,91
COc1ccc(NC(=O)C2CC2)cc1OC1CCCC1,95,107,11,0,-3,108,107,102
O=C1Nc2ccccc2C12Nc1ccccc1S2 (configuration not stated),100,104,35,-10,-2,98,96,98
N#CC(c1ccc(Cl)cc1)(c1ncc(C(F)(F)F)cc1Cl)N1CCOCC1 (configuration not stated),101,105,1,1,-4,100,104,99
COc1ccc(NC(=O)c2ccccc2C)c(OC)c1,120,96,-3,6,6,97,112,103
CC(C)c1ccc(/C=C2\SC(=S)N(CCC(=O)NCCCn3ccnc3)C2=O)cc1,92,92,-4,-14,-14,92,95,96
O=C(NCc1ccccc1)c1ccc(=O)[nH]n1,101,111,7,5,3,101,104,103
COc1ccc(C(=O)NC2CCN(C(=S)Nc3ccc(C)c(C)c3)CC2)cc1,95,106,-2,-7,-1,105,111,108
Fc1cccc(Cc2noc(CN3CCN(c4cnccn4)CC3)n2)c1,102,109,42,0,6,102,103,109
Cc1ccc(C(=O)N/C(=C\c2cn(C)c3ccccc23)C(=O)OCCN(C)C)cc1,113,90,46,0,-2,96,95,104
COc1ccc(/C=C2\SC(=S)N(C(C(=O)O)c3ccccc3)C2=O)c(OC)c1 (configuration not stated),108,95,1,-11,-13,98,100,98
COc1ccccc1N1CCN(c2cc(=O)n(-c3ccc(Cl)cc3)c(=O)[nH]2)CC1,102,99,-2,-7,4,101,104,100

More structures.
structure,LAP4 TOR yeast,CIT2-GFP yeast,AHR activator,procasp7 counter,proCasp3 act,RPL19A-GFP yeast,MEP2 TOR yeast,AGP1 TOR yeast
Cc1cccc2cc(CN(CCCO)C(=O)Nc3ccccc3Cl)c(=O)[nH]c12,95,99,16,-3,-3,101,101,100
COc1ccc(Cl)cc1NC(=S)N1CCCC1,104,116,14,2,-4,116,110,108
COc1ccc(CNC(C)C23CC4CC(CC(C4)C2)C3)c(OC)c1OC (configuration not stated),94,103,4,-3,-4,106,108,104
CN(C(=O)c1cccc(Cl)c1)C1CCCN(Cc2ccccc2F)C1 (configuration not stated),95,103,-3,-17,9,104,106,107
Cc1nnc(NC(=O)CSc2cn(CCNC(=O)c3ccccc3)c3ccccc23)s1,95,92,6,2,0,96,94,95
COC(=O)c1ccc(CN(c2ccccc2OC)S(=O)(=O)c2cccs2)o1,92,88,0,4,-4,91,93,91
COc1ccc(/C=C/C(=O)OCC(=O)Nc2ccc(S(N)(=O)=O)cc2)cc1OC,88,95,2,9,2,95,93,92
Cc1ccc2nc(SCC(=O)Nc3ccc(F)cc3F)nc(=O)n2c1,117,102,-4,6,-1,97,97,108
CC1Sc2ccc(C(=O)NCc3cccc(C(F)(F)F)c3)cc2NC1=O (configuration not stated),108,102,38,3,-1,104,106,106
CCn1c(NCc2ccco2)nc2c1c(=O)n(C)c(=O)n2C,101,118,9,14,11,109,105,115
CCCN(C(=O)c1cccc(S(=O)(=O)N2CCN(Cc3ccccc3)CC2)c1)C1CCS(=O)(=O)C1 (configuration not stated),100,99,0,2,5,99,103,106
CCOC(=O)c1cn(Cc2ccccc2)nn1,102,106,3,8,-3,102,106,104
Cc1cc(C(=O)NC2CCCc3c2cnn3-c2ccccc2F)nc(C)n1 (configuration not stated),85,94,12,0,1,103,85,94
O=[N+]([O-])c1ccc(N2CCN(CCOCCO)CC2)c([N+](=O)[O-])c1,112,109,2,4,-6,109,111,112
CCn1c(=O)c(-c2cc(=O)[nH][nH]2)c(O)c2ccccc21,100,102,0,-3,-1,105,109,107

Carrying on:
structure,LAP4 TOR yeast,CIT2-GFP yeast,AHR activator,procasp7 counter,proCasp3 act,RPL19A-GFP yeast,MEP2 TOR yeast,AGP1 TOR yeast
COc1ccc(OC)c(/C=C/C(=O)OCC(=O)NCc2ccco2)c1,96,90,6,-14,-8,95,98,90
CCOc1ccc(-c2nc(CCl)cs2)cc1,104,101,10,0,-9,109,103,97
Cc1c(C(=O)NC(=S)Nc2ccc3c4c(cccc24)CC3)cccc1[N+](=O)[O-],97,92,-2,1,0,103,102,99
CCN(CC)Cc1c(O)c(Cl)cc2c3c(c(=O)oc12)CCCC3,85,100,0,5,-2,89,96,91
CC(C)c1ccccc1N=C1SCCN1C1CCS(=O)(=O)C1 (configuration not stated),101,96,1,8,9,98,100,100
Nc1nc(SCC(=O)NC2CCCCCC2)[nH]c(=O)c1-c1ccccc1,?,?,2,-2,5,?,?,?
CCOc1cc(C)c(C(C)C)cc1S(=O)(=O)n1cnc(C)c1,105,96,0,17,-5,97,100,102
COc1ccc(OC)c(C2c3c(oc4ccccc4c3=O)C(=O)N2CCCN(C)C)c1 (configuration not stated),95,100,6,-8,-8,100,102,106
N#Cc1ccccc1OCC(=O)NNC(=O)CNC(=O)c1ccc(Br)o1,105,93,4,4,1,94,103,101
CCN(CC)NC(=O)Nc1ccccc1,97,94,0,-3,-4,96,101,96
COc1ccc(CC(=O)Nc2cccc(-c3nnc(-c4cccc(C)c4)o3)c2)cc1OC,105,106,-5,6,0,103,104,98
Cc1ccccc1N1CCN(C(=O)C2CCC(=O)N(C3CCCC3)C2)CC1 (configuration not stated),103,105,-1,9,3,98,98,108
COC(=O)c1ccccc1NC(=O)c1ccc2c(c1)C(=O)N(Cc1ccco1)C2=O,105,113,0,0,-8,103,102,115
N=c1c2c3c(sc2ncn1CCN1CCOCC1)CCCCC3,104,92,24,11,-3,98,97,101
CCNC(=O)CC1C(=O)N(c2ccc(F)cc2)C(=O)N1Cc1cccs1 (configuration not stated),107,107,0,4,-1,103,107,106

(list continues)
structure,LAP4 TOR yeast,CIT2-GFP yeast,AHR activator,procasp7 counter,proCasp3 act,RPL19A-GFP yeast,MEP2 TOR yeast,AGP1 TOR yeast
COc1ccc(OC)c(CCNC(=O)CCc2cn(C)c3ccccc23)c1,103,98,18,4,3,100,111,94
CN1C[C@@H]2C(c3ccc(Cl)nc3)C3(c4cccnc4)CC2(C3)[C@H]1c1ccccc1 (some centres not stated),108,78,1,0,2,104,96,91
Cc1ccc(NC(=O)c2cc([N+](=O)[O-])ccc2N2CCOCC2)cc1C,95,91,8,-7,0,96,93,102
CCn1cc(C(=O)NCCc2ccc(OC)c(OC)c2)c(=O)c2cc(S(=O)(=O)N3CCOCC3)ccc21,130,103,4,-5,8,96,99,102
Cc1cc(C)n2nc(SCn3nnc4ccccc4c3=O)nc2n1,104,109,2,5,-28,100,100,105
Cc1ncc([N+](=O)[O-])n1Cc1ccccc1F,99,96,-2,10,3,95,90,96
Cc1ccccc1NC(=O)CC1SC(=Nc2ccc(O)cc2)NC1=O (configuration not stated),104,92,0,9,3,97,97,101
Cc1ccccc1NC(=O)C1CCN(C(=O)NC2CCCCC2)CC1,91,105,2,-2,6,105,102,101
CSCCC(NC(=O)C1CCC(C)CC1)C(=O)NCc1ccco1 (configuration not stated),101,106,-2,-2,8,101,103,105
CN(C)CCCN(C(=O)c1ccc(S(=O)(=O)N(C)C)cc1)c1nc2cc3c(cc2s1)OCO3,84,104,-7,3,0,102,100,101
O=C(c1ccco1)N1CCN(S(=O)(=O)c2ccc(S(=O)(=O)NC3CC3)cc2)CC1,95,106,-1,-8,4,99,101,105
Cc1nc2ncnn2c(C)c1Cc1cccc(F)c1,109,93,-1,1,5,107,93,96
Cc1cccc(CSCc2ccc(C(=O)NC3CCCC3)o2)c1,104,79,3,0,1,94,107,94
Cc1cc(C(=O)Nc2ccccc2C(F)(F)F)no1,97,100,3,-4,-2,99,102,100
Cc1cccc(N2CCN(Cc3c(C)n(C)n(-c4ccccc4)c3=O)CC2)c1C,105,102,1,-2,2,97,104,98

The listing continues.
structure,LAP4 TOR yeast,CIT2-GFP yeast,AHR activator,procasp7 counter,proCasp3 act,RPL19A-GFP yeast,MEP2 TOR yeast,AGP1 TOR yeast
CC(C)CCN(CCC(C)C)C(=O)Cc1c(O)c2ccccc2[nH]c1=O,103,92,9,-21,-1,96,99,99
Cc1ccc(NC(=O)CN(C)S(=O)(=O)c2ccc3[nH]c(=O)oc3c2)c(C)c1,118,109,3,6,3,104,105,108
Cc1csc(SCC(=O)Nc2cccc(C)c2C)n1,103,96,0,-11,6,97,102,98
CN(CC(=O)Nc1ccc(F)c(F)c1)S(=O)(=O)c1cccs1,?,?,-2,0,4,27*[may fluoresce violet],?,?
COCCNC(=O)c1ccc(CSCc2cccc(Cl)c2)o1,101,110,-1,1,-4,102,102,95
COc1ccc(N=C(N)SCc2ccccn2)cc1,97,104,19,-27,-11,104,107,102
COc1ccc(/C=C/C(=O)Nc2ccc(-c3nnc4n3CCCCC4)cc2)c(OC)c1,103,95,-4,-3,4,101,102,94
COc1ccccc1Nc1nc(-c2sc(NC(=O)c3ccco3)nc2C)cs1,120,91,79*,-2,7,104,101,88
Cn1c(C(=O)N2CCCC(C(=O)NCCCSC3CCCCC3)C2)cc2sccc21 (configuration not stated),102,97,0,-9,-4,100,104,97
Cc1ccc2c(c1)N(Cc1ccc3c(c1)OCO3)C(=O)C(C)O2 (configuration not stated),116,86,0,0,3,98,97,99
CC(=O)n1cc(C(C[N+](=O)[O-])SCCN)c2ccccc21 (configuration not stated),226*,76,51*,-15,-25,93,87,78
CCc1ccccc1N(CC(=O)NC1CCCCC1)C(=O)CCCC(=O)Nc1ccccn1,99,104,2,0,-1,101,105,105
Cc1ccc(Oc2ccccc2NC(=O)CSCC(=O)Nc2cc(C)on2)cc1,102,79,-1,-1,0,84,93,97
COc1ccc(S(=O)(=O)NCCCCCC(=O)O)cc1C(=O)O,106,96,-1,1,1,98,98,106
COc1ccc2nc(NC(=O)CSc3n[nH]c(N)n3)sc2c1,96,93,94*,11,10,96,100,102

(next part)
structure,LAP4 TOR yeast,CIT2-GFP yeast,AHR activator,procasp7 counter,proCasp3 act,RPL19A-GFP yeast,MEP2 TOR yeast,AGP1 TOR yeast
Cc1cccc(Cn2c(-c3ccc[nH]c3=O)nc3ccccc32)c1,94,108,4,-4,2,104,105,105
COc1ccc([C@H]2[C@H]3C=CC[C@@H](C)[C@@H]3C(=O)N2Cc2ccccc2)cc1Cl,100,94,-2,15,2,99,118,100
COC(=O)CC(c1ccc(OC)c(OC)c1)c1ccc(OC)c(OC)c1,104,96,-1,-12,10,94,161,95
CN(C)S(=O)(=O)c1cccc(-c2cn3ccccc3n2)c1,99,98,18,3,4,94,102,99
CCOC(=O)C1=C(O)/C(=C/c2cc(C)n(-c3ccccc3)c2C)N=C1C,103,109,6,8,-3,96,86,113

Records listed so far shown as hits in RPL19A-GFP yeast:
smiles,LAP4 TOR yeast,CIT2-GFP yeast,AHR activator,proCasp3 act,RPL19A-GFP yeast,MEP2 TOR yeast,AGP1 TOR yeast
CN(CC(=O)Nc1ccc(F)c(F)c1)S(=O)(=O)c1cccs1,?,?,-2,4,27*[may fluoresce violet],?,?
